# Bioassay records as filed in PubChem BioAssay.
# CHRM5 PAM = CHRM5 positive allosteric modulation; P08912; CHO-K1 hM5, Fluo-8 calcium, ACh EC20 PAM; 0% = ACh EC20, 100% = ACh EC100; activation, % at 3 µM; 360,000 tested, 0.3% active;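 active = activation above the run cutoff, the mean activation of all test compounds plus 3 SD, cut at about 18% in these data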
#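 System: CHO-K1 hM5 cells. Reagent: acetylcholine, EC20 level. Compound dosing: single dose, 3 µM nominal final test concentration. Timing: Post-acetylcholine fluorescence recording 140 s. Detection: Fluo-8 calcium fluorescence. Read-out: % activation, ACh-normalized. Benchmarks: ACh EC20 and EC100 wells. Repeats: singlicate, one well per test compound.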
# CHRM5 antagonist = blocks acetylcholine activation of human M5 receptor; P08912; CHO-hM5 cells, Fluo-8 calcium fluorescence, ACh EC80; inhibition, % at 3 µM; 360,000 tested, 0.59% active;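 active = inhibition above a per-plate cutoff, the mean of that plate's test compounds plus 3 SD, cut at about 27% in these data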;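 note: 0% = acetylcholine EC80 with DMSO and 100% = DMSO without agonist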
# M4 PAM = CHRM4 positive allosteric modulation; P08173; CHO-K1 hM4/Gqi5, Fluo-8 calcium fluorescence, ACh EC20; 0% = ACh EC20, 100% = maximal ACh; activation, % at 3 µM; 360,000 tested, 0.4% active; AID 624126;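 active = activation above its plate's cutoff, the mean activation of sample wells plus 3 SD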; note: some results filed as inactive read as strong as hits
# Target sequence (P08173 whole entry, looked up): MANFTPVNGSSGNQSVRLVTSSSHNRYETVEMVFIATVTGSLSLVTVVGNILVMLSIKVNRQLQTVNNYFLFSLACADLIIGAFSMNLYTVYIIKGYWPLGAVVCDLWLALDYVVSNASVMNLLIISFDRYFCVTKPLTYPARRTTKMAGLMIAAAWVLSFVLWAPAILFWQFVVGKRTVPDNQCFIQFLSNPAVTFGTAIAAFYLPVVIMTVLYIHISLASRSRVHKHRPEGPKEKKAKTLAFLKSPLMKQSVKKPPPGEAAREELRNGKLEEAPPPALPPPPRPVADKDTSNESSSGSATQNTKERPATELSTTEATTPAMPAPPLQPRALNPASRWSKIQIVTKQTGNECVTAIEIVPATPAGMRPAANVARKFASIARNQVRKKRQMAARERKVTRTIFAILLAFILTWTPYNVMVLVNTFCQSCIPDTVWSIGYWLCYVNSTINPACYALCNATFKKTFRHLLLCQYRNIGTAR
# M5 ag = CHRM5 agonism in calcium assay | P08912 | CHO-K1 hM5 cells, Fluo-8 calcium fluorescence; 0% DMSO wells, 100% maximal acetylcholine response | activation, % at 3 µM | 360,000 tested, 0.19% active;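 active = activation above the run's mean over test compounds plus 3 SD, cut at about 23% in these data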;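 note: signal is peak over basal fluorescence ratio across the kinetic read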
# M4 ag = agonists of human muscarinic M4 receptor (CHRM4). P08173. CHO-K1 hM4/Gqi5, Fluo-8 calcium fluorescence; vehicle 0%, full acetylcholine response 100%. activation, % at 3 µM. 360,000 tested, 0.14% active;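 active = activation above the run mean over all test wells plus 3 SD, cut at about 32% in these data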;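 note: peak over basal fluorescence ratio per well then scaled between controls; 0% = DMSO wells and 100% = acetylcholine at EC100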
# CRFR2-BP ag = agonists of human CRF-binding protein/CRF-R2 receptor complex. HEK293 CRF-R2/CRF-BP, calcium dye fluorescence (FLIPR); percent of saturating CRF peptide response. activation, % at 13.2 µM. 350,000 tested, 0.46% active;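 active = activation of at least 50%, plus an integration ratio under a set limit after plate pattern correction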;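 note: plate controls were neutral control wells without compound for no effect and CRF at EC100 for full effect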
# CRFBP-R2 block = antagonists of CRF-binding protein/CRF-R2 receptor complex; HEK293 CRF-R2/CRF-BP, CRF-induced calcium fluorescence; inhibition, % at 11.8 µM; 350,000 tested, 0.59% active; AID 588475;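 active = inhibition of the ligand-induced calcium signal above about 50% at the single tested concentration, limit read from the data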
# CHRM4 antagonist = antagonists of human muscarinic M4 receptor (CHRM4); CHO-hM4 cells, ACh EC80, Fluo-8 calcium fluorescence; inhibition, % at 3 µM; 360,000 tested, 0.73% active; AID 624125;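 active = inhibition above its plate's cutoff, the mean inhibition of sample wells plus 3 SD, cut at about 27% in these data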;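 note: 0% = acetylcholine EC80 with DMSO and 100% = DMSO without agonist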
# CHRM1 PAM = positive allosteric modulators of human M1 muscarinic receptor. 360,000 tested, 0.088% active. activation, % at 3 µM. P11229. CHO-K1 hM1, Fluo-8 calcium fluorescence, ACh EC20; 0% = ACh EC20, 100% = maximal ACh; in the data active = activation above about 19%, passing the limit was not always enough
# Target sequence (P11229 whole entry, looked up): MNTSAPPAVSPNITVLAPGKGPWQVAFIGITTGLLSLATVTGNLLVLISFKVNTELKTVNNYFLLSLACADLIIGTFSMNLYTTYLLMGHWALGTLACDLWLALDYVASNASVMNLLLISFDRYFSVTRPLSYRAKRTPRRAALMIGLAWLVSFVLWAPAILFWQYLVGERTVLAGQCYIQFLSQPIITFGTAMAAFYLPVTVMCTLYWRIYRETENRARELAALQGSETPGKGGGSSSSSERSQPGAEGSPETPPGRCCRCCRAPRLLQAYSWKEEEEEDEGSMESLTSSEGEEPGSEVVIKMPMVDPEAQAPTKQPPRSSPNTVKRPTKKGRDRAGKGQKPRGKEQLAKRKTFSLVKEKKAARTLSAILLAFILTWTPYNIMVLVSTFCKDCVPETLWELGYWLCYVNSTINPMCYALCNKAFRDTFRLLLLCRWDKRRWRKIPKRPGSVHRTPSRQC
# * = called active by the depositor; · = no result given; & = joins results of further samples.
1. Cc1ccc(Cn2nnc3c(=O)[nH]c(C4CCCN(C(=O)Nc5ccc(F)cc5)C4)nc32)cc1 (stereo not drawn)
2. CC(=O)N=c1ncn(CC(COC(C)=O)OC(C)=O)c2nc[nH]c12 (stereo not drawn)
3. CCOC(=O)C1=C(N)OC2=C(C(=O)CC(C)(C)C2)C1C1CCCCC1 (stereo not drawn)
4. COc1ccc2c(CN(Cc3ccccc3)Cc3ccccc3)cc(=O)oc2c1
5. COc1ccccc1CNS(=O)(=O)c1ccc2c(c1)NC(=O)CO2
6. O=c1[nH]c2ccccc2cc1CN(c1ccccc1)S(=O)(=O)c1ccccc1

Screen / compound no.	1	2	3	4	5	6
CHRM5 PAM	10	2	2	-2	-4	-3
CHRM5 antagonist	-4	-6	-10	-3	-3	8
M4 PAM	11	-4	2	-5	4	6
M5 ag	1	-1	-3	1	-2	1
M4 ag	2	·	-1	0	3	1
CRFR2-BP ag	0.4	1.1	-2.6	·	2.1	-3.8
CRFBP-R2 block	-11	-12	-38	·	-7	-29
CHRM4 antagonist	-7	2	5	-19	-9	-8
CHRM1 PAM	10	4	3	-7	-4	0

7. CN(C)c1nc(-c2ccccn2)nnc1-c1ccccc1
8. COc1ccc(CN(C)CC(=O)NC(=O)NCc2ccccc2)c(OC)c1
9. Fc1cccc(COc2ccccc2C(=S)N2CCCC2)c1
10. Cn1c(=O)cc(OCCCC(=O)Nc2ccc3c(c2)OCCO3)c2ccccc21
11. Cc1cccc(C)c1NC(=S)N(CCCN1CCN(C)CC1)Cc1cccs1
12. CC(C)OP(=O)(OC(C)C)C(C)NC(=O)Cc1ccccc1 (stereo not drawn)

Screen / compound no.	7	8	9	10	11	12
CHRM5 PAM	-1	-2	-8	-1	-3	3
CHRM5 antagonist	6	0	3	1	9	1
M4 PAM	1	-6	-8	0	0	4
M5 ag	-2	-1	-17	-2	-2	0
M4 ag	1	1	0	0	2	1
CRFR2-BP ag	0.0	1.0	-2.2	0.2	2.7	-2.0
CRFBP-R2 block	1	24	24	-3	11	7
CHRM4 antagonist	-2	6	0	2	-1	0
CHRM1 PAM	-4	5	-14	5	0	1

13. Cn1cnnc1SCC(=O)N1CCc2ccccc21
14. O=S(=O)(CS(=O)(=O)c1ccccc1)c1ccccc1
15. Cc1ccc2c(CN3C(=O)NC(C)(c4ccc5c(c4)OCO5)C3=O)cc(=O)oc2c1 (stereo not drawn)
16. O=C(Nc1ccc(S(=O)(=O)Nc2ncccn2)cc1)c1ccc2ncsc2c1
17. CCOc1ccc(C(=O)Nc2cccc(-c3nc4ccccc4[nH]3)c2C)cc1[N+](=O)[O-]
18. Nc1cccc2c1C(=O)c1ccc(Cl)cc1C2=O

Screen / compound no.	13	14	15	16	17	18
CHRM5 PAM	4	-4	0	0	-2	-1
CHRM5 antagonist	-1	17	-4	7	8	-1
M4 PAM	-3	-3	5	-10	7	-2
M5 ag	-7	1	7	-3	0	12
M4 ag	0	1	10	0	7	9
CRFR2-BP ag	-0.4	-2.3	8.8	0.9	-3.1	-1.3
CRFBP-R2 block	-12	-2	-80	-9	24	15
CHRM4 antagonist	3	-8	-7	-10	-6	3
CHRM1 PAM	-1	7	3	7	6	-1

19. COC(=O)C1=C(C(=O)OC)C(c2ccccc2O)c2sc(=O)[nH]c2S1 (stereo not drawn)
20. Nc1ncnc2c(C3OC(CO)C(O)C3O)c[nH]c12 (stereo not drawn)
21. CCc1ccc(NC(=O)c2cc(-c3cccs3)on2)cc1
22. COc1ccccc1NC(=O)Cn1c2ccccc2c2nc3n(c(=O)c21)CCS3
23. CC1(C)CC(NC(=O)C2CCN(S(=O)(=O)c3ccc(F)cc3)CC2)CC(C)(C)N1
24. NS(=O)(=O)c1ccc(N=Nc2ccc(O)c3ncccc23)cc1

Screen / compound no.	19	20	21	22	23	24
CHRM5 PAM	5	4	1	1	11	3
CHRM5 antagonist	-1	4	-8	9	-8	5
M4 PAM	9	5	1	3	11	-7
M5 ag	-3	1	0	2	1	-1
M4 ag	1	1	1	0	0	-1
CRFR2-BP ag	1.5	-0.6	0.7	-4.5	-0.1	-8.3
CRFBP-R2 block	-33	34	-3	1	-7	35
CHRM4 antagonist	-7	-7	0	1	2	1
CHRM1 PAM	14	2	2	8	14	10

25. CC(c1ccco1)N(C(=O)c1ccccc1NS(=O)(=O)c1ccc(Cl)c([N+](=O)[O-])c1)c1ccccn1 (stereo not drawn)
26. O=C(Nc1ccc(S(=O)(=O)NCC2CCCO2)cc1)c1cccc(F)c1 (stereo not drawn)
27. Cc1nnc(N2C(=O)C(=O)/C(=C(/O)c3ccc4c(c3)OCCO4)C2c2ccc([N+](=O)[O-])cc2)s1 (stereo not drawn)
28. Cc1nn(CC(=O)NCCc2ccccc2)c(=O)c2cccn12
29. CCN(Cc1ccccc1)C(=O)c1ccc(NC(=O)c2ccc(OC)cc2)cc1
30. CCc1nc2ccc(C(=O)N3CCN(S(=O)(=O)CC)CC3)cn2c1N(CC)CCN(C)C

Screen / compound no.	25	26	27	28	29	30
CHRM5 PAM	-15	-5	-3	-4	-4	0
CHRM5 antagonist	2	8	11	4	2	-4
M4 PAM	-15	-2	-2	-8	-6	0
M5 ag	3	1	-4	-3	-1	-1
M4 ag	7	3	-1	0	10	1
CRFR2-BP ag	15	17	·	-0.6	-1.6	·
CRFBP-R2 block	52*	-17	·	-12	5	·
CHRM4 antagonist	-14	-2	6	-1	1	1
CHRM1 PAM	-2	3	-1	3	-1	12

# Reprinted from the part before: three entries, followed by the next part.
28. Cc1nn(CC(=O)NCCc2ccccc2)c(=O)c2cccn12
29. CCN(Cc1ccccc1)C(=O)c1ccc(NC(=O)c2ccc(OC)cc2)cc1
30. CCc1nc2ccc(C(=O)N3CCN(S(=O)(=O)CC)CC3)cn2c1N(CC)CCN(C)C
31. CCOc1ccccc1NC(=O)c1cc(-c2ccncc2)nc2c(Cl)cccc12
32. COCCNC(=O)CCn1nc(-c2ccc(Cl)cc2)ccc1=O
33. CCOC(=O)/C(C#N)=C\C1=C(N2CCCC2)CC(C)(CC)OC1 (stereo not drawn)
34. CCOC(=O)c1c(NC(=O)COC(=O)c2ccccn2)sc(C(=O)N(C)C)c1C
35. COc1cccc2cc(-c3nnc(SCC(=O)Nc4ccc(NC(C)=O)cc4)n3C)oc12
36. CCOC(=O)c1ccc(NC(=O)c2nc[nH]c2C(=O)N[C@H](C)CO)cc1

Screen / compound no.	28	29	30	31	32	33	34	35	36
CHRM5 PAM	-4	-4	0	-10	-1	-6	-20	-2	0
CHRM5 antagonist	4	2	-4	6	6	3	14	11	4
M4 PAM	-8	-6	0	-2	6	5	-4	3	5
M5 ag	-3	-1	-1	0	1	0	6	3	-1
M4 ag	0	10	1	3	0	1	12	3	3
CRFR2-BP ag	-0.6	-1.6	·	-0.2	7.6	-0.5	-1.3	0.1	1.8
CRFBP-R2 block	-12	5	·	10	36	13	0	21	7
CHRM4 antagonist	-1	1	1	4	1	5	0	2	0
CHRM1 PAM	3	-1	12	-2	4	4	1	1	1

37. CCCN(CC(=O)Nc1ccccc1C)C(=O)C1CCN(S(=O)(=O)c2ccc3c(c2)OCCO3)CC1
38. CC(C)c1nc(N2CCOCC2)c(C#N)c2c1CCCC2
39. Cc1cc(-c2ccccc2)nc2[nH]n(-c3ccccc3)c(=O)c12
40. CCOc1ccc(-c2noc(-c3cccnc3)n2)cc1OC
41. Cc1ccc(CSc2nnc(-c3ccccn3)n2Cc2cccs2)cc1
42. CCc1nnc(NC(=O)COc2ccccc2[N+](=O)[O-])s1

Screen / compound no.	37	38	39	40	41	42
CHRM5 PAM	7	-12	-10	-7	-1	3
CHRM5 antagonist	0	-3	5	-5	-2	-3
M4 PAM	5	0	3	6	-9	0
M5 ag	-7	-7	-1	-5	-2	2
M4 ag	4	-2	0	2	6	0
CRFR2-BP ag	0.0	-0.2	0.3	0.8	·	8.1
CRFBP-R2 block	9	3	-9	-1	·	-18
CHRM4 antagonist	-8	0	-12	16	5	6
CHRM1 PAM	-1	9	5	6	-6	-2

43. CCCCn1c(N)c(N(CC(C)C)C(=O)CN(C)Cc2cccc(OC)c2)c(=O)[nH]c1=O
44. Cc1nc(-c2noc(-c3ccc(Cl)cc3)n2)c(C(F)(F)F)o1
45. O=Cc1ccc(-c2cccc(C(=O)O)c2)o1
46. C=COCCNC(=S)N1CCOCCOCCN(C(=S)NCCOC=C)CCOCC1
47. Cc1cc(NC(=O)CSc2ccc3nnc(-c4cccs4)n3n2)no1
48. O=C(NCC1CCCO1)c1ccc(CS(=O)(=O)c2c(Cl)cccc2Cl)o1 (stereo not drawn)

Screen / compound no.	43	44	45	46	47	48
CHRM5 PAM	-1	-7	7	-5	-8	0
CHRM5 antagonist	1	7	6	2	1	1
M4 PAM	2	-23	2	4	-5	11
M5 ag	-3	4	1	12	0	3
M4 ag	0	10	1	0	2	2
CRFR2-BP ag	-0.9	-0.7	-0.8	-1.8	-1.1	0.8
CRFBP-R2 block	-10	4	13	-11	2	1
CHRM4 antagonist	0	-3	8	3	-5	-6
CHRM1 PAM	3	0	8	6	0	9

49. O=C(NC1CCC(C(=O)O)CC1)OCc1ccccc1 (stereo not drawn)
50. Cc1cccc(NCc2ccc([N+](=O)[O-])s2)c1
51. COc1cccc(CN2CCNC(=O)C2CC(=O)NCc2cn3ccc(C)cc3n2)c1OC (stereo not drawn)
52. COc1ccc(NC(=S)NC(NC(=O)C(C)C)C(Cl)(Cl)Cl)c([N+](=O)[O-])c1 (stereo not drawn)
53. COC(=O)c1ccc(CSc2nnc(-c3ccc4c(c3)OCO4)n2-c2ccccc2)o1
54. O=C(CN(Cc1ccc(F)cc1)C(=O)CCC(=O)Nc1ccccn1)NCCc1ccccc1

Screen / compound no.	49	50	51	52	53	54
CHRM5 PAM	1&-2&5	-4	0	-5	-7	-3
CHRM5 antagonist	-10&-7&-6	3	15	-1	-4	17
M4 PAM	2&5&-1	-4	0	-2	-6	6
M5 ag	0&-1&-1	-10	-6	-3	-8	-4
M4 ag	0&1&0	-1	1	3	2	1
CRFR2-BP ag	-1.7&-1.3&-0.4	-2.3	-0.2	-1.0	-3.3	-0.7
CRFBP-R2 block	-1&-19&0	21	7	18	19	5
CHRM4 antagonist	-9&2&3	13	1	-7	-5	2
CHRM1 PAM	6&0&-5	6	15	4	2	16

55. O=C(CCC(=O)OCc1ccc([N+](=O)[O-])cc1Cl)Nc1ccccc1
56. CCc1ccc(OCC(=O)Nc2ccc(S(=O)(=O)N3CCCC3)cc2)c(Br)c1
57. CCOc1ccc(-c2nc(S(=O)(=O)c3ccccc3)c(NC)o2)cc1
58. Cc1cc(C(=O)NCc2csc(-c3ccccc3)n2)no1

Screen / compound no.	55	56	57	58
CHRM5 PAM	-1	-4	-9	-5
CHRM5 antagonist	11	-2	14	11
M4 PAM	-4	0	2	6
M5 ag	-5	0	-4	-2
M4 ag	1	1	1	1
CRFR2-BP ag	-1.3	-2.5	-5.2	0.3
CRFBP-R2 block	4	-33	-12	0
CHRM4 antagonist	-1	22	5	5
CHRM1 PAM	4	-15	2	11

# Just M4 ag (4 entries from above):
no.	Molecule	M4 ag
58	Cc1cc(C(=O)NCc2csc(-c3ccccc3)n2)no1	1
56	CCc1ccc(OCC(=O)Nc2ccc(S(=O)(=O)N3CCCC3)cc2)c(Br)c1	1
57	CCOc1ccc(-c2nc(S(=O)(=O)c3ccccc3)c(NC)o2)cc1	1
55	O=C(CCC(=O)OCc1ccc([N+](=O)[O-])cc1Cl)Nc1ccccc1	1
